Screens deposited in PubChem by several laboratories.
Neddyl block = blocks human cullin neddylation; P61081+Q13564; TR-FRET cullin neddylation, biochemical; calls only at 25 µM; 360,000 compounds, 0.58% hits; in the data active means inhibition above about 36%
Target sequence (P61081 whole entry, looked up): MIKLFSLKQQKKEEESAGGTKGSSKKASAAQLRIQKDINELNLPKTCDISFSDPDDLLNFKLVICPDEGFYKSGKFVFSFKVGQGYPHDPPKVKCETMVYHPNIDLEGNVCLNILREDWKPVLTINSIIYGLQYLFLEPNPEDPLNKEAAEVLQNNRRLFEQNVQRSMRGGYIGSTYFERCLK
Target sequence (Q13564 whole entry, looked up): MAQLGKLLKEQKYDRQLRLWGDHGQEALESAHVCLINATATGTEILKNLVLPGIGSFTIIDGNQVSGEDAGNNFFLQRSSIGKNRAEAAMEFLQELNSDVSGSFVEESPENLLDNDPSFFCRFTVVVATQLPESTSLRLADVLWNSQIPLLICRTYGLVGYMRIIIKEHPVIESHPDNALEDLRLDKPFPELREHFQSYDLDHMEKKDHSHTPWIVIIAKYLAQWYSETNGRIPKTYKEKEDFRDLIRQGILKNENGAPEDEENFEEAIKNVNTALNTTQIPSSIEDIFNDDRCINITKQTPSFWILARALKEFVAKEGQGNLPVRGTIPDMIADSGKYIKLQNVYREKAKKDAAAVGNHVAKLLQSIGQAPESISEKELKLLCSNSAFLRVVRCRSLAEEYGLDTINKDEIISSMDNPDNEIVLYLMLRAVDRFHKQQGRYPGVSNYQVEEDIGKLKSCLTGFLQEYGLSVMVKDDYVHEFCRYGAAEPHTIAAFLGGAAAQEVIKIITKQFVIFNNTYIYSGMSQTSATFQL
FAS TE block = FAS thioesterase (human) inhibition. 360,000 compounds, 0.67% hits. inhibition, % at 15 µM. recombinant FAS-TE, OMFH fluorogenic substrate, fluorescence endpoint. P49327;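 active means compounds whose normalised, plate-corrected inhibition of enzyme fluorescence in the single-dose primary screen is 50% or more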;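 further: 0% = DMSO with enzyme and 100% = substrate without enzyme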
E coli Lon inh = inhibits E. coli Lon protease. P0A9M0. purified E. coli Lon protease, fluorescence polarization. inhibition, % at 7.94 µM. 360,000 compounds, 0.42% hits. AID 602123; in the data active means inhibition above about 13%, passing the limit was not always enough;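 further: 0% = enzyme with probe and DMSO and 100% = no enzyme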
MsrA inh = inhibits bovine methionine sulfoxide reductase A; AID 651718; 360,000 compounds, 0.75% hits; purified bovine MsrA, absorbance read-out; inhibition, % at 15.5 µM; in the data active means inhibition above about 4.5%;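 further: 0% = vehicle wells with enzyme and 100% = reference inhibitor wells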
Tb MetRS inh = blocks T. brucei methionyl-tRNA synthetase activity; 360,000 compounds, 0.4% hits; purified T. brucei MetRS, ATP depletion, Kinase-Glo luminescence; inhibition, % at 11.9 µM;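 active means inhibition above a per-plate cutoff of the control wells' mean inhibition plus 3 SD, cut at about 5.5% in these data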;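 further: 0% = DMSO wells median and 100% = median of wells with control inhibitor compound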
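technique = Kinase-Glo luminescence, ATP depletion format | system = purified MetRS (methionyl-tRNA synthetase) enzyme from Trypanosoma brucei | timing = 15 min preincubation, 2 h reaction, all 25 °C | evaluation = percent inhibition versus plate control medians | dosing = single dose, 11.9 µM final nominal, 0.9% final DMSO | also added = substrates ATP, L-methionine and bulk Escherichia coli tRNA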
bovine MsrA act = bovine methionine sulfoxide reductase A activation | purified bovine MsrA, absorbance read-out | activation, % at 10.6 µM | 360,000 compounds, 0.3% hits; in the data active means activation above about 7.5%;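 further: 0% = vehicle and 100% = reference activator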
Rin1 Abl inh = inhibitors of human Rin1-Abl protein interaction. P00519+Q13671. TR-FRET Rin1/Abl binding, biochemical. inhibition, % at 7.35 µM. 360,000 compounds, 0.4% hits. AID 588664; in the data active means inhibition above about 5%, passing the limit was not always enough
CSN inh = CSN deneddylation inhibition; Purified CSN, SCF-Nedd8-OG deneddylation, fluorescence polarization; AID 651999; Q92905; 360,000 compounds, 0.38% hits; inhibition, % at 12.5 µM;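 active means pattern-corrected inhibition above about 35%, with an unprinted fluorescence ratio check between 0.5 and 1.5, limit read from the data, passing the limit was not always enough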;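 further: 0% = enzyme with substrate and 100% = substrate without enzyme; some results filed as inactive read as strong as hits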
Target sequence (Q92905 whole entry, looked up, one chain of several): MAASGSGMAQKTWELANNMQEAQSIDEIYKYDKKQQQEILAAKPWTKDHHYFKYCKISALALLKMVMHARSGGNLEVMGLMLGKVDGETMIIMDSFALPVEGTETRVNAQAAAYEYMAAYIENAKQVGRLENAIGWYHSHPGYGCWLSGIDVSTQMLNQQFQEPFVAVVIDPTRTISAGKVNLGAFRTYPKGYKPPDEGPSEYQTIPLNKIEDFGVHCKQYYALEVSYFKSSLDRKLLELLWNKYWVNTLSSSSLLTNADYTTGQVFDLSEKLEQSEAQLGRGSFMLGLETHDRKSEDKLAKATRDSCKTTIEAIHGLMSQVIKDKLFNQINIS
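Test system: Human Csn5 produced in HEK293T cells | Compound: 12.5 µM single point | Times: 90 min, room temperature | Signal: Fluorescence polarization readout | Read-out basis: % inhibition of substrate cleavage by Csn5 | Controls: no-enzyme wells high, enzyme-with-substrate wells low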
PABP1 MLLE inh = blocks PAM2 peptide binding to the PABP1 MLLE domain; 360,000 compounds, 0.36% hits; P11940; GST-MLLE / FITC-PAM2 fluorescence polarization; inhibition, % at 20 µM; AID 588489; in the data active means inhibition above about 35%, passing the limit was not always enough;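 further: plate controls were DMSO wells with GST-MLLE for no effect and wells lacking GST-MLLE protein for full effect; some results filed as inactive read as strong as hits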
An asterisk follows results filed as active; i = inactive; / = not tested or not shown. This is a random part of the collection; 4% or so of the library scored in one or more.

Results follow in this order: Neddyl block	FAS TE block	E coli Lon inh	MsrA inh	Tb MetRS inh	bovine MsrA act	Rin1 Abl inh	CSN inh	PABP1 MLLE inh
> CC(C)Cn1c(=O)c(C(=O)Nc2ccncc2)c(O)c2ccccc21
    i	2	35*	-0.7	0.2	-1	0	-21	108
> CC1=C(C)CC2C(=O)N(Cc3ccccc3)C(=O)C2C1 (configuration not stated)
    i	-8	-9	0.4	-1.6	-4	2	-1	-16
> O=C(O)c1ccccc1CSc1ccccn1
    i	-8	-2	-0.6	-0.2	0	0	0	-3
> O=C(CSc1nc2c([nH]c3ccccc32)c(=O)n1-c1ccccc1)N1CCOCC1
    i	-2	2	-0.1	-0.1	0	-5	1	11
> CCOCCCNc1nc2c(c(=O)n(C)c(=O)n2C)n1CCCc1ccccc1
    i	-4	2	-1.4	0.1	-2	0	0	0
> Cc1cc(C)c(NC(=O)CSCc2c(C)noc2C)c(C)c1
    i	-5	3	-0.4	-0.6	0	-1	-3	6
> Cn1cnc([N+](=O)[O-])c1SCC(O)CN1CCCCC1 (configuration not stated)
    i	-6	0	-0.3	-0.2	-2	1	-6	13
> COc1cccc(OC)c1C(=O)Nc1cc(Cl)ccc1N1CCOCC1
    i	7	-8	0.5	-0.2	0	0	-3	5
> CC1=CC(C)(C)N(S(=O)(=O)c2ccc(C)cc2)c2cc(C)ccc21
    i	32	5	1.6	0.2	1	-2	-2	-6
> CSCCC(NS(=O)(=O)c1ccc2c(c1)c(=O)n(C)c(=O)n2C)C(=O)NC1CCN(Cc2ccccc2)CC1 (configuration not stated)
    i	-4	1	1.0	0.3	-3	-2	6	-2
> CCN(C(=O)CN1CCN(C)CC1)c1c(N)n(Cc2ccccc2)c(=O)[nH]c1=O
    i	-9	7	0.2	0.1	-2	-3	2	3
> O=C(c1cc(COc2cccc(C(F)(F)F)c2)on1)N1CCc2ccccc2C1
    i	30	2	-0.1	-0.2	-5	6	0	-4
> Cc1oc(-c2cccc(Cl)c2)nc1CN1CCC(C(=O)NCCCN2CC(C)CC(C)C2)CC1 (configuration not stated)
    i	-4	4	/	-0.4	-1	-1	0	-1
> O=C(O)/C=C(\Oc1ccccc1)C1(O)CCCCC1
    i	-6	0	-0.1	-0.4	-2	-2	4	-8
> O=C(N1CCOCC1)N1CCN(S(=O)(=O)c2ccc(Cl)cc2)C1
    i	-4	3	-1.0	0.1	-2	0	0	3
> COc1ccc(CN2CCN(C(=O)c3cc(C4CC4)nn3-c3ccccc3)CC2)cc1F
    i	13	8	-0.8	0.2	0	5	-2	1
> COc1cccc(/C=C/C(=O)OCC(=O)NCC2CCCO2)c1 (configuration not stated)
    i	-8	-1	-0.5	-0.1	-1	2	2	-7
> COc1ccccc1CNC(=O)CCN=C1NS(=O)(=O)c2ccccc21
    i	-2	-1	0.0	-0.5	-2	1	1	1
> COc1ccc2[nH]cc(C(=O)CN3CC(C)CC(C)C3)c2c1 (configuration not stated)
    i	-4	-5	1.0	-1.2	0	2	1	-1
> Cc1ccc(CNC(=O)CCC2CCCN(Cc3cccc4c3OCO4)C2)o1 (configuration not stated)
    i	-11	-7	0.3	0.0	3	-2	1	10

(listing goes on)
Results follow in this order: Neddyl block	FAS TE block	E coli Lon inh	MsrA inh	Tb MetRS inh	bovine MsrA act	Rin1 Abl inh	CSN inh	PABP1 MLLE inh
> CN(CC(=O)N1CCOCC1)S(=O)(=O)c1cc(Cl)ccc1Cl
    i	-5	5	-0.1	-0.7	-3	2	-1	-8
> CC(=C1C(=O)c2ccccc2C1=O)N1CCN(C/C=C/c2ccccc2)CC1
    i	-8	-7	-0.1	-0.9	-6	1	6	8
> O=S(=O)(c1ccccc1F)N1CCN(CCc2ccccc2)CC1
    i	7	-11	-0.1	-0.8	-1	1	6	8
> CCCCn1c(N)c(N(CCOC)C(=O)CCNC(=O)c2ccccc2Cl)c(=O)[nH]c1=O
    i	-7	2	0.9	-0.2	-3	0	1	-24
> COC(=O)c1ccc(Nc2ncnc3c2cnn3-c2cccc(C)c2)cc1
    i	9	-3	-0.6	-0.5	-1	-2	1	9
> Cc1ccccc1NC(=O)C1CCN(C(=O)NC2CCCCC2)CC1
    i	-2	-5	-0.8	-0.1	-2	0	2	2
> O=C(NCC(=O)N(CC1CCCO1)C(C(=O)NC1CCCCC1)c1ccc(F)cc1)c1ccco1 (configuration not stated)
    i	-10	-1	-0.6	-0.7	-11	2	2	-2
> COCCn1nnnc1CN1CCN2CCCC2C1 (configuration not stated)
    i	-6	7	1.8	-0.3	1	1	4	-7
> CC1(C)C2CCC1(CS(=O)(=O)N1CCN(c3ccccc3F)CC1)C(=O)C2 (configuration not stated)
    i	0	-11	0.1	-0.1	0	0	0	7
> CS(=O)(=O)N1CCN(c2ccc(NC(=S)NC(=O)c3cccs3)cc2)CC1
    i	-5	7	2.9	-0.6	-1	3	0	30
> Cc1ccc(-c2nc3cc(C)c(Br)c(C)n3c2Cc2ccsc2)cc1
    i	21	-7	-0.1	-0.4	-3	/	-1	/
> COc1ccc(-c2cccc(NS(=O)(=O)c3cc([N+](=O)[O-])c(C)c([N+](=O)[O-])c3)c2)nn1
    i	29	6	-0.7	0.0	0	1	2	-1
> O=c1[nH]c(=S)[nH]c2c1C(C1CCCCC1)OC(C1CCCCC1)C2 (configuration not stated)
    i	8	-3	-0.9	-0.6	-2	/	-6	/
> Cc1c(CNC(=O)c2nn3c(c2Cl)NC(c2ccccc2)CC3C(F)(F)F)cnn1C (configuration not stated)
    i	1	2	-1.4	-0.2	2	2	-8	10
> COC(=O)N/N=C/c1ccccc1OCCOc1ccc(OC)cc1
    i	-3	12	0.0	-0.5	-2	0	5	-4
> COCCn1ccc2c(OCC(=O)NCCc3ccccc3)cccc2c1=O
    i	-3	-4	-0.4	-0.3	-4	4	-9	-1
> C=CCn1c(SCc2c(C)noc2C)nc2sc3c(c2c1=O)CCCCC3
    i	24	-6	0.1	-0.4	-1	-3	0	2
> COc1ccc(/C=C/C(=O)NCCc2ccc(OC)c(OC)c2)cc1
    i	-9	-8	0.1	-0.3	-4	-3	0	8
> O=C(CN(C(=O)CCC(=O)Nc1ccccn1)c1ccc(F)cc1)NCCc1ccccc1
    i	6	5	1.9	0.0	-3	-2	2	-10
> COCCN(C(=O)c1cc(-c2ccncc2)nc2ccccc12)c1c(N)n(CC(C)C)c(=O)[nH]c1=O
    i	-1	-7	1.2	-0.5	-10	3	6	7

Carrying on.
Results follow in this order: Neddyl block	FAS TE block	E coli Lon inh	MsrA inh	Tb MetRS inh	bovine MsrA act	Rin1 Abl inh	CSN inh	PABP1 MLLE inh
> CN(CC(=O)Nc1ccc(F)c(F)c1F)C(=O)C1CC(=O)N(c2ccc3c(c2)OCCO3)C1 (configuration not stated)
    i	39	9	-0.7	-0.2	-7	0	-5	9
> C=CCN(c1ccc(C(=O)Nc2cccc(C)c2)cc1)S(C)(=O)=O
    i	2	-4	0.6	-0.3	-1	1	-5	-10
> O=C(c1ccc(S(=O)(=O)N2CCOCC2)cc1)N1CCN(c2ccccn2)CC1
    i	-3	6	-0.9	-0.7	-5	2	3	1
> CC1(NC(=O)c2cccc(S(=O)(=O)N3CCN(c4ccccc4)CC3)c2)CCS(=O)(=O)C1 (configuration not stated)
    i	-2	-7	2.6	0.1	0	3	1	-1
> CCOC(=O)c1[nH]c2ccc(C)cc2c1N=CN(CC)CC
    i	-4	6	2.0	-0.4	-2	-4	5	12
> CCNc1nc(Cl)nc(-c2cn(-c3ccccc3)c3ccccc23)n1
    i	0	-6	0.3	-2.0	-10	-1	21	-4
> CCC(=NCCc1c(C)[nH]c2ccc(C)cc12)C1=C(O)CC(c2ccccc2)CC1=O (configuration not stated)
    i	24	10	-0.3	0.0	0	-3	-6	7
> N#Cc1ccc(CSc2nnc(-c3c[nH]c4ccccc34)n2-c2ccccc2)cc1
    i	13	-8	0.2	3.9	-15	2	-10	-1
> Cc1[nH]c2ccccc2c1SCc1n[nH]c(=S)n1C
    i	-7	7	-0.1	-1.0	-9	4	1	16
> Cc1ccc(-c2csc3ncn(CC#N)c(=O)c23)cc1C
    i	12	2	1.7	-0.8	-5	-3	9	-10
> COc1cc(/C=C/C(=O)NC(C)C2CC3CCC2C3)cc(OC)c1OC (configuration not stated)
    i	4	-3	-1.4	0.2	-2	0	1	16
> COc1ccc(C2(C)NC(=O)N(CC(=O)Nc3c(C)n(C)n(-c4ccccc4)c3=O)C2=O)cc1 (configuration not stated)
    i	-6	8	-0.7	0.2	-1	1	2	-22
> CC(=O)N1c2ccc(S(=O)(=O)N(C)Cc3ccco3)cc2CC1C (configuration not stated)
    i	-4	-2	0.6	-0.5	-3	1	-2	-8
> O=C(COC(=O)c1ccc(F)c(S(=O)(=O)N2CCOCC2)c1)NCc1ccco1
    i	-3	4	-0.7	0.3	-3	-2	1	-10
> CCc1ccc(-n2c(SCC(=O)N3Cc4ccccc4CC3C(=O)O)nnc2-c2ccncc2)cc1 (configuration not stated)
    i	-8	5	0.7	-0.3	-1	3	-3	-87
> O=C(Cn1c(=O)oc2cc(S(=O)(=O)N3CCOCC3)ccc21)N1CCc2ccccc2C1
    i	-7	5	-2.0	-0.9	-1	-2	7	9
> CCOC(=O)CC1C(=O)NCCN1S(=O)(=O)c1ccc(C)cc1 (configuration not stated)
    i	-1	2	2.8	0.3	-4	0	-7	4
> COc1ccc(-c2nc(N)nc(C(F)(F)F)c2-c2ccccc2OC)c(O)c1
    i	13	-15	1.0	-0.1	-2	2	-3	10
> COc1ccc(S(=O)(=O)NNc2nc(C)cc(C)n2)cc1[N+](=O)[O-]
    i	1	-12	-0.2	0.7	1	2	4	19
> CCOC(=O)n1c(=O)n(Cc2ccccc2)c2ccccc21
    i	-6	3	0.4	-0.6	3	0	-8	-10

Overlap with the part before: 4 compounds, then new ones.
Results follow in this order: Neddyl block	FAS TE block	E coli Lon inh	MsrA inh	Tb MetRS inh	bovine MsrA act	Rin1 Abl inh	CSN inh	PABP1 MLLE inh
> CCOC(=O)CC1C(=O)NCCN1S(=O)(=O)c1ccc(C)cc1 (configuration not stated)
    i	-1	2	2.8	0.3	-4	0	-7	4
> COc1ccc(-c2nc(N)nc(C(F)(F)F)c2-c2ccccc2OC)c(O)c1
    i	13	-15	1.0	-0.1	-2	2	-3	10
> COc1ccc(S(=O)(=O)NNc2nc(C)cc(C)n2)cc1[N+](=O)[O-]
    i	1	-12	-0.2	0.7	1	2	4	19
> CCOC(=O)n1c(=O)n(Cc2ccccc2)c2ccccc21
    i	-6	3	0.4	-0.6	3	0	-8	-10
> Cc1ccc(Cc2cnc(N3C(=N)SC(c4ccccc4)C3=O)s2)cc1 (configuration not stated)
    i	-6	-6	0.9	0.1	-5	-1	-10	17
> N=c1n(CC(=O)O)c2ccccc2n1Cc1ccccc1Cl
    i	-11	-2	-1.2	-0.5	-12	0	5	10
> COc1ccc(NC(=O)[C@@H]2CCCN2S(=O)(=O)c2ccccc2F)cc1S(=O)(=O)N1CCCCC1
    i	0	6	0.0	-0.1	-2	2	3	-2
> COc1ccccc1CNc1nc(NCc2ccccc2OC)c2sccc2n1
    i	13	4	0.9	-0.4	1	-2	0	-7
> CCN(CC)CCn1c(NS(=O)(=O)c2ccc(C)cc2)nc2ccccc21
    i	-6	5	0.2	-0.3	-12	2	0	-5
> CC(=O)O[C@H]1C(=O)[C@@]2(C)[C@H]([C@H](OC(=O)c3ccccc3)[C@]3(O)C[C@H](OC(=O)[C@H](O)[C@@H](NC(=O)c4ccccc4)c4ccccc4)C(C)=C1C3(C)C)[C@]1(OC(C)=O)CO[C@@H]1C[C@@H]2O
    i	5	-2	-0.8	-1.1	-5	-1	-2	11
